Source: PubChem BioAssay
PP1 inh = PP1-alpha phosphatase inhibitors, primary screen, counter-screen for PP5 inhibitor project, biochemical, fluorescence, OMFP substrate, single point | inhibition, % at 6.7 µM | AID 2235, 2010 | purified PP1alpha | Serine/threonine-protein phosphatase PP1-alpha catalytic subunit (Homo sapiens), P62136 | 320,000 tested, 0.9% active;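 active = inhibition above the mean inhibition of all tested compounds plus 3 SD, computed separately for each screening campaign, cut at about 15% in these data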
Target sequence (P62136 whole entry, looked up): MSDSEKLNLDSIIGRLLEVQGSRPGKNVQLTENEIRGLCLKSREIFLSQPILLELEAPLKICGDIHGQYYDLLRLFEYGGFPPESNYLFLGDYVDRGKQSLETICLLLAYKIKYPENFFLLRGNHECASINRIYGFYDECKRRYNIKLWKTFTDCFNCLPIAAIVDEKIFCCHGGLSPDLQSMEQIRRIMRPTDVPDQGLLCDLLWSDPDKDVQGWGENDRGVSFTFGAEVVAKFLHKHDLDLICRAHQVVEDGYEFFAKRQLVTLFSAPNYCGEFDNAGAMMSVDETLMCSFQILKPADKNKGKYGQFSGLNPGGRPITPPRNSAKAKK
proCasp3 act = activators of human procaspase-3 D3A mutant, primary screen, biochemical, absorbance, PC-3 D3A mutant, single concentration | Caspase-3 (Homo sapiens), P42574 | recombinant procaspase-3 D3A, Ac-DEVD-pNA absorbance 405 nm | activation, % at 8.5 µM | 330,000 tested, 0.11% active | AID 463141, 2010;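 active = activation above the mean of all tested compounds plus 3 SD, cut at about 21% in these data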;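 note: 0% = DMSO alone and 100% = DMSO wells spiked with extra 5 µM PC-3 D3A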
Target sequence (P42574 whole entry D9A/D28A/D175A): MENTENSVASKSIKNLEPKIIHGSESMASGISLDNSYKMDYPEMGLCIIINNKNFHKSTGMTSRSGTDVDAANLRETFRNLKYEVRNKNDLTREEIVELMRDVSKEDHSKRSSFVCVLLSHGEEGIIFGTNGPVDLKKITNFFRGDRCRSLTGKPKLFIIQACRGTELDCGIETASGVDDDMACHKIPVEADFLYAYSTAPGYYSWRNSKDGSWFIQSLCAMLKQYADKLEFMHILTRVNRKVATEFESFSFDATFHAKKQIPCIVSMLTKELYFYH
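Compound: 8.5 µM single point, 0.8% DMSO / Material: Autoprocessing-dead procaspase-3 D3A mutant enzyme / Timing: 1 h preincubation plus 2 h reaction at 25 °C / Medium: Zinc-free HEPES/NaCl buffer with 0.01% Triton X-100 at pH 7.4 / Technique: 405 nm absorbance of p-nitroaniline, reads at 0 and 120 min / Repeats: one well per compound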
TPT1 inhibitor = Candida albicans TPT1 enzyme inhibitors, primary screen, biochemical, fluorescence polarization | 300,000 tested, 0.81% active | tRNA 2'-phosphotransferase TPT1 (Candida albicans SC5314) | recombinant caTPT1, FP RNA substrate dephosphorylation | inhibition, % at 5 µM;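 active = inhibition above the mean of all tested compounds plus 3 SD, set per screening campaign, cut at about 24% in these data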;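 note: plate controls were DMSO alone for no effect and ferristatin control at 100 nM for full effect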
PP5 inh = PP5 phosphatase inhibitors, primary screen, biochemical, fluorescence. Serine/threonine-protein phosphatase 5 (Homo sapiens), P53041. purified PP5c, OMFP substrate fluorescence. inhibition, % at 6.7 µM. 320,000 tested, 0.18% active;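 active = inhibition above the campaign's mean inhibition across all tested compounds plus 3 SD, cut at about 9.5% in these data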;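 note: 0% = DMSO only and 100% = 100 µM cantharidin control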
HCV core dimer = inhibitors of HCV core protein dimerization, primary screen, biochemical, TR-FRET, high-throughput; 300,000 tested, 0.33% active; AID 1899, 2009; inhibition, % at 5 µM; TR-FRET GST/Flag-core106 dimerization, 1536-well;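 active = inhibition above the mean of all tested compounds plus 3 SD, set per screening campaign, cut at about 45% in these data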
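assay system = GST-tagged and Flag-tagged HCV core protein residues 1-106 | controls = unlabelled core106 and no-GST-core106 wells | incubation = compound-protein-antibody incubation 4 h at 22.5 °C | probe or stimulus = Eu donor and XL665 acceptor anti-tag antibodies | read-out = % inhibition based on acceptor/donor emission ratio | signal = TR-FRET 671 and 617 nm emission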
Fh CTSL1 inh = Fasciola hepatica cathepsin L1 inhibitors, primary screen, counter-screen for PFM18AAP inhibitor project, biochemical, QFRET, fluorogenic peptide substrate. 300,000 tested, 0.49% active. recombinant F. hepatica cathepsin L1, Z-Leu-Arg-MCA fluorescence. AID 1906, 2009. inhibition, % at 5.96 µM;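 active = inhibition above the mean of all tested compounds plus 3 SD, set per screening campaign, cut at about 17% in these data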;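 note: 0% = plate median of test compound wells and 100% = 1 µM Z-Phe-Ala-diazomethylketone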
proCasp7 act = procaspase-7 activators, primary screen, counter-screen for procaspase-3 activator project, biochemical, absorbance, HTS, human; Caspase-7 (Homo sapiens), P55210; recombinant procaspase-7, Ac-DEVD-pNA absorbance 405 nm; D23A/D198A/D206A triple mutant, cannot self-cleave; scale: DMSO 0, 5 µM enzyme 100; activation, % at 8.5 µM; 330,000 tested, 0.093% active; AID 463210, 2010;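 active = percent activation above the screen-wide mean plus 3 SD, cut at about 25% in these data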
Target sequence (P55210 whole entry D23A/D198A/D206A): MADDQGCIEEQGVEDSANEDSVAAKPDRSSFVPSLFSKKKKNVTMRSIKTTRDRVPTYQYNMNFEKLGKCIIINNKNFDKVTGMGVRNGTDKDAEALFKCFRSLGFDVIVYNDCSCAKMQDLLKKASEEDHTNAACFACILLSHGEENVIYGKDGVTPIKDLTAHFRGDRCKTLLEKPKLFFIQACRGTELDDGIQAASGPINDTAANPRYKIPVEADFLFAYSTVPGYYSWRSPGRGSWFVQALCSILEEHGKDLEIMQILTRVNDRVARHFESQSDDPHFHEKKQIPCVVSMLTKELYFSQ
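Test system: Procaspase-7 triple mutant (PC-7 D3A). Also added: Ac-DEVD-pNA substrate, 400 µM as added. Schedule: 1 h enzyme–compound preincubation and 2 h substrate reaction, both 25 °C. Signal: p-Nitroaniline absorbance at 405 nm, read at 0 and 120 min. Control set: low DMSO alone, high DMSO plus 5 µM PC-7.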
Efflux pump mplx = inhibitors of Candida efflux pumps in yeast, primary screen, S. cerevisiae, Nile Red, multiplex | AID 485275, 2010 | S. cerevisiae Candida pump triplex | 330,000 tested, 0.44% active | inhibition, % at 10 µM;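 active = plate passing quality check with inhibition over a set limit, or well fluorescence over plate mean plus 4 SD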;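 note: Nile Red retained in pooled yeast measured as flow cytometry median fluorescence; 0% = buffer negative control and 100% = Enniatin B positive control; higher means more Nile Red kept so more efflux inhibition; some compounds called inactive have numbers as strong as hits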
GASC-1 inh = inhibitors of GASC-1 histone demethylase, primary screen, biochemical, fluorescence, DELFIA europium | Lysine-specific demethylase 4C (Homo sapiens), Q9H3R0 | GST-JMJD2C(1-420) H3K9me3 demethylation | inhibition, % at 2.35 µM | 330,000 tested, 0.069% active | AID 2099, 2009;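 active = more than half of a compound's replicate wells show inhibition beyond 50%, single wells judged on their own value; inconclusive = some, but no more than half, of replicates pass 50% inhibition; inactive = no replicate passes 50% inhibition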;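 note: signal counts dimethyl H3K9 product captured on neutravidin plate; 0% = median of DMSO wells and 100% = 0.3 times that DMSO median; strong numbers were not always called active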
* hit, by the source's call; i = inactive; ? = inconclusive; nt = not tested or not shown; & = joins results of further samples. Some of the compounds tested, so the mix of outcomes need not match the whole.

1) COc1ccccc1/C=N/N=C(/N)N[N+](=O)[O-]
2) O=C(NC12CC3CC(CC(C3)C1)C2)OC1CN2CCC1CC2 (centres undefined)
3) COC(=O)C1=C(c2ccc(F)cc2OCc2ccccc2)C[C@@H]2CC[C@H]1N2C(=O)NCc1cc(C)oc1C(F)(F)F
4) CC(=O)OC1C2CCCC1C(N1CCCC1)CC2 (centres undefined)
5) COc1cccc(/C=C2\N=C(c3cncc(Br)c3)OC2=O)c1
6) C=C1C(=O)O[C@@H]2C[C@@H](C)[C@@H]3C=CC(=O)[C@@]3(C)[C@@H](O)[C@H]12
7) CCn1c(O)c(C=Nc2ccc(S(N)(=O)=O)cc2)c(=O)[nH]c1=S
8) O=C1NC(=O)N(c2ccccc2)C(=O)/C1=C/c1ccoc1

assay / compound,1,2,3,4,5,6,7,8
PP1 inh,-4,-5,nt,-5&1,-1,-13,1,-5
proCasp3 act,-1,0,-2,-7&5,-6,2,-6,-5
TPT1 inhibitor,0,-3,nt,-5&4,-2,3,7,113*
PP5 inh,0.0,-1.0,nt,0.1&0.2,0.8,1.7,0.6,0.1
HCV core dimer,-3,3,nt,-3&8,-1,4,6,7
Fh CTSL1 inh,-2,1,nt,0&2,3,-8,1,0
proCasp7 act,1,6,8,-12&6,9,-4,-17,1
Efflux pump mplx,0.0,-0.2,0.2,0.0&-0.1,0.2,0.2,0.1,0.1
GASC-1 inh,1,3,-13,2,-18,12,6,-28

9) Cc1ccc(-c2nc(N3CCOCC3)s[n+]2-c2ccccc2)cc1
10) Cc1c(N=Nc2c(O)n(-c3ccc(Br)cc3)c(=O)[nH]c2=O)c(=O)n(-c2ccccc2)n1C
11) C[C@@H]1CC[C@H]2[C@@H](C)C(=O)O[C@@H]3O[C@@]4(C)CC[C@@H]1[C@]32OO4
12) O=[N+]([O-])c1ccc2nc(N3CCNCC3)ccc2c1
13) CC(C)c1ccc(O)c(CN2CCN(c3ccccc3)CC2)c1
14) O=C1NC(=O)N(CCC2=CCCCC2)C(=O)/C1=C\c1cccs1
15) COc1ccc(-c2cc(=O)oc3c(C)c(OC(C)C(=O)N4C[C@H]5C[C@@H](C4)c4cccc(=O)n4C5)ccc23)cc1 (some centres undefined)
16) Cc1cccc(N2C(=O)NC(=O)/C(=C\c3ccc4c(c3)CCCN4Cc3ccccc3)C2=O)c1

assay / compound,9,10,11,12,13,14,15,16
PP1 inh,-6,-2,-3,-2,1,3,-1,2
proCasp3 act,-23,-7,1,1,7,-6,7,-12
TPT1 inhibitor,-2,5,-2,5,2,5,-1,92*
PP5 inh,0.9,0.5,-0.4,0.1,0.9,2.8,6.3,1.5
HCV core dimer,0,-3,3,1,1,10,6,21
Fh CTSL1 inh,-1,-1,-3,-1,1,-3,0,1
proCasp7 act,-19,-2,-2,-8,-5,-15,-4,-18
Efflux pump mplx,-0.1,0.0,-0.1,-0.1,-0.1,-0.2,0.4,0.8
GASC-1 inh,2,16,i,-20,0,21,-3,24

17) N/C(=N\[N+](=O)[O-])N1CCN(C(=O)Oc2ccccc2)CC1
18) Fc1ccc(N2CCN(Cc3cc4c(cc3Br)OCO4)CC2)cc1
19) c1ccc2oc(N3CCNCC3)nc2c1
20) C=C(CC1CC(O)[C@]2(C)OC3CC4OC5C[C@]6(C)O[C@]7(C)CCC8OC9C[C@]%10(C)OC%11C(C)=CC(=O)OC%11CC%10OC9C[C@@H](C)C8OC7CC6O[C@]5(C)C/C=C\C4OC3CC2O1)C(=O)O (some centres undefined)
21) O=C1CN=C(c2ccc(F)cc2)c2oc3ccccc3c2N1
22) CC(=O)Nc1ccccc1C(=O)OCc1ccc(F)cc1
23) CN1C(=O)NC(=O)C2(Cc3ccccc3N3CCOCC32)C1=O (centres undefined)
24) CN1C(=O)C(=Cc2ccc(Sc3ccccc3)o2)C(=O)N(C)C1=S

assay / compound,17,18,19,20,21,22,23,24
PP1 inh,-1,0,1,-3,3,-7,1,-2
proCasp3 act,0,2,0,7,-5,-1,5,2
TPT1 inhibitor,2,-1,-6,1,1,-1,-1,37*
PP5 inh,0.0,1.6,2.9,3.1,1.4,2.0,1.7,-0.9
HCV core dimer,7,1,-5,11,-1,5,1,12
Fh CTSL1 inh,1,3,2,0,3,-4,-1,0
proCasp7 act,1,9,4,6,6,-2,-6,-8
Efflux pump mplx,-0.2,-0.2,-0.1,0.0,0.0,0.4,0.0,-0.1
GASC-1 inh,14,13,-100,5,3,-5,2,17

Two entries drawn at random from the list so far, as already listed:
19) c1ccc2oc(N3CCNCC3)nc2c1
22) CC(=O)Nc1ccccc1C(=O)OCc1ccc(F)cc1

assay / compound,19,22
PP1 inh,1,-7
proCasp3 act,0,-1
TPT1 inhibitor,-6,-1
PP5 inh,2.9,2.0
HCV core dimer,-5,5
Fh CTSL1 inh,2,-4
proCasp7 act,4,-2
Efflux pump mplx,-0.1,0.4
GASC-1 inh,-100,-5

The results go on:
25) COC(=NC1CCCC1)C(O)c1c[nH]c2ccccc12 (centres undefined)
26) CC(C)NS(=O)(=O)c1ccc(OCC(=O)N2CCN(C)CC2)cc1
27) CCC[N+]12CCC(CC1)C(=C(c1ccccc1)c1ccccc1)C2
28) COC(=O)C1=C(c2ccc(F)cc2OCc2ccccc2)C[C@@H]2CC[C@H]1N2C(=O)NCc1ccc(C)cc1
29) O=C(c1cc2cc(F)ccc2[nH]1)N1CCC2(CC1)OCCO2
30) O=c1[nH]c(=S)[nH]c(O)c1N=Nc1cccc(S(=O)(=O)N2CCOCC2)c1
31) COc1ccc(N2C(=O)NC(=O)/C(=C/c3ccc(N4CCOCC4)cc3)C2=O)cc1
32) CCOc1ccc(Cl)cc1CNCCc1ccc(F)cc1

assay / compound,25,26,27,28,29,30,31,32
PP1 inh,3,-3,-2,12,17*,2,-3,-3
proCasp3 act,19,3,-2,1,4,-16,-17,12
TPT1 inhibitor,3,1,3,nt,3,-2,3,-2
PP5 inh,-1.2,1.2,1.5,1.2,-0.5,2.7,0.3,-3.8
HCV core dimer,5,-1,-7,nt,1,-8,1,-8
Fh CTSL1 inh,-2,-6,1,nt,2,8,1,4
proCasp7 act,4,0,11,-1,-2,-15,-19,4
Efflux pump mplx,0.1,0.0,0.3,0.5,-0.1,0.0,-0.1,-0.1
GASC-1 inh,-1,4,-17,5,?,5,-8,2

33) O=C(c1cc(F)ccc1F)C1CCCN(Cc2cc(Cl)ccc2O)C1 (centres undefined)
34) CN(C)C1(CNC(=O)Nc2ccc(Cl)c(Cl)c2)CCCCC1
35) Cc1ccc(C2C(S(C)(=O)=O)=C(O)C(=O)N2c2ccccc2)cc1 (centres undefined) (tested in a mixture with another compound)
36) C=CCn1cc(C=C2C(=O)NC(=O)NC2=O)c2ccccc21
37) CC1=C(C(=O)O)N2C(=O)C(NC(=O)CCCC(=O)O)C2SC1 (centres undefined)
38) COc1ccccc1OP(=O)(Nc1cccnc1)Oc1ccccc1OC
39) Cc1nn(Cc2ccccc2)c(C)c1C(=O)NC1CCCc2ccccc21 (centres undefined)
40) COc1c(C)cc(C(=O)C2CCCN(C3CCOCC3)C2)cc1C (centres undefined)
41) c1ccc2c(CN3CCCCCC3)c[nH]c2c1

assay / compound,33,34,35,36,37,38,39,40,41
PP1 inh,2,2,-3,12,-2,-3,-4,-4,-1
proCasp3 act,3,10,-3,-14,-8,0,0,5,2
TPT1 inhibitor,0,-4,0,25*,-3,0,-5,-5,1
PP5 inh,5.3,2.4,-2.2,-0.3,0.2,0.1,3.1,0.4,0.5
HCV core dimer,12,3,7,-2,-3,2,3,-2,4
Fh CTSL1 inh,-2,0,3,-2,5,-1,-2,-9,-6
proCasp7 act,6,2,-10,-21,4,5,8,8,5
Efflux pump mplx,0.2,0.1,-0.2,0.3,0.0,0.0,-0.1,0.1,0.0
GASC-1 inh,55,-19,-4,-10,-5,-6,-16,-15,-20

Structural class: those above with an aryl methoxy group
1) COc1ccccc1/C=N/N=C(/N)N[N+](=O)[O-]
5) COc1cccc(/C=C2\N=C(c3cncc(Br)c3)OC2=O)c1
15) COc1ccc(-c2cc(=O)oc3c(C)c(OC(C)C(=O)N4C[C@H]5C[C@@H](C4)c4cccc(=O)n4C5)ccc23)cc1 (some centres undefined)
31) COc1ccc(N2C(=O)NC(=O)/C(=C/c3ccc(N4CCOCC4)cc3)C2=O)cc1
38) COc1ccccc1OP(=O)(Nc1cccnc1)Oc1ccccc1OC
40) COc1c(C)cc(C(=O)C2CCCN(C3CCOCC3)C2)cc1C (centres undefined)

assay / compound,1,5,15,31,38,40
PP1 inh,-4,-1,-1,-3,-3,-4
proCasp3 act,-1,-6,7,-17,0,5
TPT1 inhibitor,0,-2,-1,3,0,-5
PP5 inh,0.0,0.8,6.3,0.3,0.1,0.4
HCV core dimer,-3,-1,6,1,2,-2
Fh CTSL1 inh,-2,3,0,1,-1,-9
proCasp7 act,1,9,-4,-19,5,8
Efflux pump mplx,0.0,0.2,0.4,-0.1,0.0,0.1
GASC-1 inh,1,-18,-3,-8,-6,-15
